UTI89 phage lysis – inhibition of K1F phage lysis, E. coli UTI89, bacterial capsule biogenesis inhibitors, alamar blue (AID 488966); E. coli UTI89 K1F phage lysis, alamar blue, 2 h; higher % means a stronger effect; inhibition, % at 100 µM, or IC50 in µM where a hit was titrated; 340,000 tested, 0.02% active;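 active means phage lysis inhibition, versus mean bacterial control, above a set limit; inconclusive means no clear call, values can overlap the other calls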;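 further: capsule biogenesis inhibitors block K1F phage lysis so surviving cells raise fluorescence; higher fluorescence means more inhibition of phage lysis; actives were called in the ten point dose series up to 300 µM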
RSV antiviral HEp-2 – RSV antiviral activity via CPE protection, HEp-2 cells, primary 10 µM value included (AID 2391). HEp-2 cells, RSV-induced CPE inhibition; higher % means a stronger effect. CPE inhibition, % at 10 µM, or IC50 in µM where a hit was titrated. 310,000 tested, 0.13% active; in the data active means a potency from the dose series; inconclusive means CPE inhibition mostly from about 23% at the one dose, without a potency; inactive means the rest, 99 in 100 with CPE inhibition below about 21%; further: strong numbers were not always called active
NTR1 ag – agonists of NTR1, primary screen, imaging, U2OS cells, beta-arrestin-GFP, high content (AID 493036); Neurotensin receptor type 1 (Homo sapiens), P30989; activation, % at 20 µM; 330,000 tested, 0.17% active; NTR1-U2OS beta-arrestin-GFP spot imaging, agonist mode;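 active means activation at or above 40% of the spot to cytoplasm intensity ratio, with at least 20 cells analyzed; inconclusive means wells under 20 cells, flagged as cytotoxic or low count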;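 further: 0% = DMSO without peptide and 100% = 100 nM NTR1 peptide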
Target sequence (P30989 whole entry, looked up): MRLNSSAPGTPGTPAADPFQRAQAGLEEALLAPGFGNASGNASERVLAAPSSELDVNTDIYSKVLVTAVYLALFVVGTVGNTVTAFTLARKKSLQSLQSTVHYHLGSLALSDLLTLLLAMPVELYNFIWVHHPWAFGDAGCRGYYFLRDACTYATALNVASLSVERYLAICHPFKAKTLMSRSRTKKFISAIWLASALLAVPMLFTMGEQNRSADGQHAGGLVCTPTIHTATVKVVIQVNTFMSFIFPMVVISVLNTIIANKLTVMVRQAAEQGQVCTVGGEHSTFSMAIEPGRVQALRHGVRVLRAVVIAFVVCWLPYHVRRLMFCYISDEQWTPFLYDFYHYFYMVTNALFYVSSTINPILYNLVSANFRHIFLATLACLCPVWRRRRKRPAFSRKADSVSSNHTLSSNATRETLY
NS5 inhibitors – Dengue-2 NS5 methyltransferase inhibitors, primary screen, biochemical, confirmation dose response (AID 588689) | Dengue-2 NS5 methyltransferase capping enzyme assay, biochemical; higher % means a stronger effect | inhibition, % at 25 µM; hits with a dose series show IC50 in µM | 340,000 tested, 0.3% active; in the data active means a potency from the dose series; inconclusive means inhibition above about 29% without an active follow-up result
T cell modulator – modulators of CD8 T cell-vesicle binding, primary screen, mouse 2C CD8+ T cells, flow cytometry. 2C CD8+ T cell-vesicle binding; hits give low values. calls only at 7 µM. 330,000 tested, 0.068% active. AID 2052, 2009;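 active means response, share of CD8 T cells binding vesicles, and their 90th percentile fluorescence all below set limits, cut at about 80% in these data, passing the limit was not always enough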
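Material: 2C TCR transgenic mouse naive CD8+ T cells, MACS-purified. Also added: QL9-charged Drosophila Ld/ICAM-1/B7-1 vesicles. Timing: binding 1.5 h at 37 °C. Measured by: high-throughput flow cytometry with anti-B7-1 and anti-CD8 staining. Read-out: percent CD8+ FL2 mean versus row control. Controls: Unloaded micro-vesicles (low), QL9 vesicles with 0.7% DMSO (high).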
Rac1 GTP hydrolysis – MgcRacGAP GTPase-activating activity inhibitors, confirmation, biochemical, ADP Hunter fluorescence | AID 624330, 2012 | Rac GTPase-activating protein 1 (Homo sapiens) | 340,000 tested, 0.6% active | MgcRacGAP-stimulated Rac1 GTP hydrolysis, ADP Hunter fluorescence; higher % means a stronger effect; GST-tagged Rac1 F28L mutant substrate | one-dose inhibition, % at 30 µM; IC50 in µM for titrated hits;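 active means first-screen hits whose inhibition reached a set limit at any dose in the follow-up dose series; inconclusive means inhibition above the set first-screen limit but never retested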;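 further: fluorescence reports GDP produced by GAP-driven GTP hydrolysis; strong numbers were not always called active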
SV40 large T antigen – SV40 large T antigen inhibitors, biochemical (AID 1903) | SV40 large T antigen ATPase/helicase inhibition assay; higher % means a stronger effect | inhibition, % at 20 µM, or IC50 in µM where a hit was titrated | 310,000 tested, 0.39% active; in the data active means a potency from the dose series; inconclusive means inhibition mostly from about 32% at the one dose, without a potency; inactive means the rest, 99 in 100 with inhibition below about 32%; further: strong numbers were not always called active
West Nile virus CPE – West Nile virus antiviral activity, cell-based, CPE readout (AID 1621); West Nile virus-infected cells, CPE inhibition; higher % means a stronger effect; one-dose CPE inhibition, % at 10 µM; IC50 in µM for titrated hits; 290,000 tested, 0.02% active; in the data active means a potency from the dose series; inconclusive means CPE inhibition mostly from about 3.7% at the one dose, without a potency; inactive means the rest, 99 in 100 with CPE inhibition below about 2.2%; further: strong numbers were not always called active
PhoP inhibition – inhibitors of PhoP regulon expression, primary screen, Salmonella Typhimurium, GFP reporter (AID 1863); S. Typhimurium PhoP-regulated promoter GFP reporter, 4 h; higher % means a stronger effect; inhibition, % at 50 µM; hits with a dose series show IC50 in µM; 300,000 tested, 0.16% active;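 active means inhibition over 29.93%, a cutoff 3 SD above the screen mean, later confirmed by dose response; inconclusive means inhibition over 29.93% but no dose response follow-up; inactive means inhibition at most 29.93% or unconfirmed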;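 further: 0% = low Mg2+ inducing control and 100% = high Mg2+ repressing control; strong numbers were not always called active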
T cell modulator vesicle-bound % – also measured in T cell modulator; calls as there; double positive events, %; measured here: CD8+ vesicle-bound cell fraction;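 binding gate set so that unloaded-vesicle control wells show 10% double positive cells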
NTR1 ag cell count 20 µM – also measured in NTR1 ag; calls as there; cell count; measured here: cell count, cytotoxicity flag
An asterisk follows results filed as active; [ ] = dose if it differs, or a comment.

`Cc1cccc(NC(=O)c2cccnc2Oc2ccccc2)c1C(=O)O` gave UTI89 phage lysis 0.3%, RSV antiviral HEp-2 0.7%, NTR1 ag 1.3, NS5 inhibitors -5%, T cell modulator inactive, Rac1 GTP hydrolysis 9%, SV40 large T antigen 18%, West Nile virus CPE 0.2%, PhoP inhibition -9%, T cell modulator vesicle-bound % 20 and NTR1 ag cell count 20 µM 44.
Screening CC1=CN2C(=NC(=O)CC2(C)C(=O)N(CC(=O)NC2CCCC2)c2cc(C)cc(C)c2)C=C1 (centres undefined) returned UTI89 phage lysis 0.2%, RSV antiviral HEp-2 1.3%, NTR1 ag -1.2, NS5 inhibitors -2%, T cell modulator inactive, Rac1 GTP hydrolysis 1%, SV40 large T antigen 4%, West Nile virus CPE -0.6%, PhoP inhibition 6%, T cell modulator vesicle-bound % 27 and NTR1 ag cell count 20 µM 45.
COc1cccc2c1oc1c(SCc3nc4ccccc4[nH]3)nc(C)nc12 was read as UTI89 phage lysis 2.9%, NTR1 ag 2.9, NS5 inhibitors -10%, T cell modulator inactive, Rac1 GTP hydrolysis 10%, T cell modulator vesicle-bound % 25 and NTR1 ag cell count 20 µM 74.
Screening CC(OC(=O)c1cc(=O)c2ccccc2o1)C(=O)Nc1ccc(N(C)C)cc1 (centres undefined) returned UTI89 phage lysis 1.7%[50 µM], RSV antiviral HEp-2 0.7%, NTR1 ag 0.8, NS5 inhibitors -6%, T cell modulator inactive, Rac1 GTP hydrolysis inconclusive, T cell modulator vesicle-bound % 47 and NTR1 ag cell count 20 µM 66.
`CCOc1ccc(S(=O)(=O)n2cnc(C)c2)cc1` gave UTI89 phage lysis 0.9%, RSV antiviral HEp-2 0.8%, NTR1 ag 1.0, NS5 inhibitors -5%, T cell modulator inactive, Rac1 GTP hydrolysis 1%, SV40 large T antigen -1%, West Nile virus CPE -0.9%, PhoP inhibition 4%, T cell modulator vesicle-bound % 28 and NTR1 ag cell count 20 µM 72.
For CC(=O)N(Cc1c(C)nn(-c2ccccc2)c1Cl)c1ccc(Cl)cc1 the results were UTI89 phage lysis -0.4%, RSV antiviral HEp-2 1.2%, NTR1 ag -0.9, NS5 inhibitors -11%, T cell modulator inactive, Rac1 GTP hydrolysis 3%, SV40 large T antigen 4%, West Nile virus CPE -0.3%, PhoP inhibition -1%, T cell modulator vesicle-bound % 29 and NTR1 ag cell count 20 µM 70.
`COc1ccc(C2=NOC(C)(c3nnc(-c4ccncc4)o3)C2)cc1` (centres undefined) gave UTI89 phage lysis -0.9%, RSV antiviral HEp-2 0.0%, NTR1 ag -0.6, NS5 inhibitors -9%, T cell modulator inactive, Rac1 GTP hydrolysis 4%, SV40 large T antigen 6%, West Nile virus CPE -0.2%, T cell modulator vesicle-bound % 27 and NTR1 ag cell count 20 µM 87.
`COCCNc1c2c(nc3c(-c4ccccc4)c(C)nn13)CCCC2` gave UTI89 phage lysis 0.0%, RSV antiviral HEp-2 -2.0%, NTR1 ag 17, NS5 inhibitors 3%, T cell modulator inactive, Rac1 GTP hydrolysis 6%, SV40 large T antigen 19%, West Nile virus CPE 1.2%, PhoP inhibition -1%, T cell modulator vesicle-bound % 28 and NTR1 ag cell count 20 µM 64.
`CN(CCC(=O)Nc1ccc(Cl)cc1)Cc1ccccc1` gave UTI89 phage lysis 0.4%, RSV antiviral HEp-2 2.4%, NTR1 ag 1.1, NS5 inhibitors 1%, T cell modulator inactive, Rac1 GTP hydrolysis 3%, SV40 large T antigen 8%, West Nile virus CPE -0.1%, PhoP inhibition -6%, T cell modulator vesicle-bound % 57 and NTR1 ag cell count 20 µM 62.
For CC(=O)N1CCN(S(=O)(=O)c2cccc(C(=O)Nc3ccccc3N3CCCC3)c2)CC1 the results were UTI89 phage lysis 1.6%[50 µM], RSV antiviral HEp-2 1.1%, NTR1 ag 0.9, NS5 inhibitors -3%, T cell modulator inactive, Rac1 GTP hydrolysis 4%, SV40 large T antigen 7%, PhoP inhibition -6%, T cell modulator vesicle-bound % 49 and NTR1 ag cell count 20 µM 65.
For CCOc1[nH]n(-c2ccc(Cl)cc2)c(=O)c1C=Nc1ccc(OC)cc1 the results were UTI89 phage lysis 0.3%, RSV antiviral HEp-2 0.6%, NTR1 ag 0.9, NS5 inhibitors -1%, T cell modulator inactive, Rac1 GTP hydrolysis 7%, SV40 large T antigen 3%, West Nile virus CPE 0.6%, PhoP inhibition -6%, T cell modulator vesicle-bound % 29 and NTR1 ag cell count 20 µM 73.
`COc1ccc(C)cc1NC(=O)c1ccccc1N(C)S(=O)(=O)c1ccccc1` gave UTI89 phage lysis -0.6%, RSV antiviral HEp-2 3.5%, NTR1 ag 4.2, NS5 inhibitors 0%, T cell modulator inactive, Rac1 GTP hydrolysis 3%, SV40 large T antigen 7%, West Nile virus CPE -0.5%, PhoP inhibition -1%, T cell modulator vesicle-bound % 48 and NTR1 ag cell count 20 µM 48.
Cc1cc(C)n(C(=O)c2ccccc2[N+](=O)[O-])n1 was read as UTI89 phage lysis 4.3%, RSV antiviral HEp-2 0.8%, NTR1 ag 0.5, NS5 inhibitors -3%, T cell modulator inactive, Rac1 GTP hydrolysis -5%, SV40 large T antigen 19%, West Nile virus CPE 0.0%, PhoP inhibition 18%, T cell modulator vesicle-bound % 52 and NTR1 ag cell count 20 µM 64.
For CCC(C)(C)NC(=O)C(c1ccc(OC)cc1)N(Cc1cccs1)C(=O)CCC(=O)Nc1cc(C)on1 (centres undefined) the results were UTI89 phage lysis 5.6%, RSV antiviral HEp-2 17%, NTR1 ag 1.8, NS5 inhibitors 4%, T cell modulator inactive, Rac1 GTP hydrolysis 7%, SV40 large T antigen 8%, West Nile virus CPE 0.4%, PhoP inhibition -1%, T cell modulator vesicle-bound % 50 and NTR1 ag cell count 20 µM 57.
For CCC(=O)Nc1nonc1-c1nc2ccccc2n1N(C(=O)CC)C(=O)CC the results were UTI89 phage lysis -0.1%, RSV antiviral HEp-2 2.4%, NTR1 ag 4.5, NS5 inhibitors 9%, T cell modulator inactive, Rac1 GTP hydrolysis 5%, SV40 large T antigen 8%, West Nile virus CPE 0.3%, PhoP inhibition 10%, T cell modulator vesicle-bound % 66 and NTR1 ag cell count 20 µM 54.
Screening COc1cccc(NC(=O)Cc2nnc(SCC(=O)NC3=NCCS3)n2C)c1 returned UTI89 phage lysis 0.5%, RSV antiviral HEp-2 1.4%, NTR1 ag 0.2, NS5 inhibitors -2%, T cell modulator inactive, Rac1 GTP hydrolysis 7%, SV40 large T antigen 3%, West Nile virus CPE -0.1%, PhoP inhibition 5%, T cell modulator vesicle-bound % 16 and NTR1 ag cell count 20 µM 60.
`O=C(c1ccc(F)cc1)N1CCN(Cc2ccccc2Br)CC1` gave UTI89 phage lysis 4.0%, RSV antiviral HEp-2 2.9%, NTR1 ag -6.5, NS5 inhibitors -2%, T cell modulator inactive, Rac1 GTP hydrolysis 12%, SV40 large T antigen -2%, West Nile virus CPE -0.2%, PhoP inhibition 17%, T cell modulator vesicle-bound % 16 and NTR1 ag cell count 20 µM 89.
`O=C(NCCN1CCCC1)C1(S(=O)(=O)c2ccc(Cl)cc2)CC1` gave UTI89 phage lysis -0.7%, RSV antiviral HEp-2 0.4%, NTR1 ag -1.5, NS5 inhibitors -7%, T cell modulator inactive, Rac1 GTP hydrolysis 1%, SV40 large T antigen 13%, West Nile virus CPE 0.7%, PhoP inhibition -1%, T cell modulator vesicle-bound % 1 and NTR1 ag cell count 20 µM 92.
Screening CCC(C(=O)O)n1cnc2scc(-c3ccc(C)c(C)c3)c2c1=O (centres undefined) returned UTI89 phage lysis 0.0%, RSV antiviral HEp-2 1.0%, NTR1 ag 1.2, NS5 inhibitors -6%, T cell modulator inactive, Rac1 GTP hydrolysis -7%, SV40 large T antigen 12%, West Nile virus CPE 0.1%, PhoP inhibition -6%, T cell modulator vesicle-bound % 62 and NTR1 ag cell count 20 µM 61.
For O=C(O)c1cccc(NS(=O)(=O)c2ccc3c(c2)OCCCO3)c1 the results were UTI89 phage lysis 0.0%, RSV antiviral HEp-2 1.2%, NTR1 ag -0.4, NS5 inhibitors -7%, T cell modulator inactive, Rac1 GTP hydrolysis -9%, SV40 large T antigen 8%, West Nile virus CPE 0.5%, PhoP inhibition -7%, T cell modulator vesicle-bound % 21 and NTR1 ag cell count 20 µM 71.
Screening O=C(CN1C(=O)NC2(CCCCC2)C1=O)NNC(=O)C1CC1 returned UTI89 phage lysis 0.1%[50 µM], RSV antiviral HEp-2 0.2%, NTR1 ag 0.4, NS5 inhibitors -4%, T cell modulator inactive, Rac1 GTP hydrolysis 2%, T cell modulator vesicle-bound % 17 and NTR1 ag cell count 20 µM 85.
Screening CCCNC(=O)c1ccc(N2CCC3(CC2)CC(c2cccc(Br)c2)=NO3)c(NC(=O)c2c(Cl)cccc2Cl)c1 returned UTI89 phage lysis -1.4%, RSV antiviral HEp-2 -1.2%, NTR1 ag -0.9, NS5 inhibitors -5%, Rac1 GTP hydrolysis 2%, SV40 large T antigen 1% and NTR1 ag cell count 20 µM 60.
`CCOC(=O)N1CC=C2C(C#N)=C(N)C(C#N)(C#N)[C@H](c3cccs3)C2C1` (some centres undefined) gave UTI89 phage lysis 0.6%, RSV antiviral HEp-2 1.3%, NTR1 ag 1.9, NS5 inhibitors 7%, T cell modulator inactive, Rac1 GTP hydrolysis 6%, SV40 large T antigen 29%, West Nile virus CPE 0.9%, PhoP inhibition 2%, T cell modulator vesicle-bound % 28 and NTR1 ag cell count 20 µM 90.
For CCn1c(SCC(=O)Nc2ccc(C)cc2)nc2nc3c(cc2c1=O)CCCC3 the results were UTI89 phage lysis 0.1%, RSV antiviral HEp-2 0.8%, NTR1 ag 9.4, NS5 inhibitors -10%, T cell modulator inactive, Rac1 GTP hydrolysis 7%, SV40 large T antigen 21%, West Nile virus CPE -1.1%, PhoP inhibition -13%, T cell modulator vesicle-bound % 48 and NTR1 ag cell count 20 µM 51.

Screening data deposited in PubChem BioAssay by several laboratories.
